Screening data from PubChem BioAssay.
SDO1 yeast rescue – compounds rescuing growth of sdo1-depleted yeast, bone marrow failure model | S. cerevisiae sdo1-depleted JHY4D growth rescue, OD600 30 h; hits give high values; pdr5 snq2 efflux-pump mutant strain | z-score at 10 µM | actives 0.21% (n = 140,000) | AID 817;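 active = z-score above 3 at both the 24 hr and the 30 hr optical density reads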;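 also: z-score against mean and SD of all compound wells on the same plate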
INS promoter inh – TRM-6 insulin promoter activity inhibition | TRM-6 cells (human fetal islet line), insulin promoter-eGFP reporter, imaging; reporter expression induced with tamoxifen | AID 1273 | actives 0.9% (n = 130,000) | inhibition, % at 2 µM;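 active = inhibition above the mean plus 3 SD, with well images judged a real hit on visual review, cut at about 60% in these data, passing the limit was not always enough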
SDO1 yeast rescue Rescue 24 h – second read-out of SDO1 yeast rescue, no call of its own (marks repeat the call); z-score; S. cerevisiae sdo1-depleted JHY4D growth rescue, OD600; measured here: growth rescue at 24 h;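 0 is the plate mean of compound wells and units are plate SD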
Numbers without * were called inactive; i = inactive; · = no result given; [ ] = dose if it differs, or a comment.

Molecule	SDO1 yeast rescue	SDO1 yeast rescue Rescue 24 h	INS promoter inh
COc1ccc(-c2cc(C(F)(F)F)n3nc(C(=O)Nc4c(C)n(C)n(-c5ccccc5)c4=O)cc3n2)cc1	·	·	27
CCCc1nc(NC2CCCCC2)c(C#N)c2c1COC(C)(C)C2	-0.15	-0.15	21
COc1ccc(/C=N/NC(=O)c2nc(Cl)c(Cl)c(N)c2Cl)cc1COc1ccc(F)cc1F	-0.51	1	-5
CSc1ccc(/C=N/n2c(C)nnc2C)cc1	·	·	22
COC(=O)c1cc(NS(=O)(=O)c2ccc(N3CCCCCC3)c([N+](=O)[O-])c2)cc(C(=O)OC)c1	0.13	0.49	8
O=S(=O)(c1ccc(Cl)cc1Cl)n1ccc2cccnc21	·	·	29
Cc1nnc(SCc2ccon2)n1-c1ccccc1	0.16	-0.09	29
CCOC(=O)c1c(-c2ccc(C)o2)csc1N	0.21	0.09	-25
Cc1ccccc1Nc1nc(N)nc(CSc2nnc3sc4ccccc4n23)n1	0.51	1	12
Cn1c(=O)c2cc(S(=O)(=O)NC(C(=O)Nc3cccc(F)c3)c3ccccc3)ccc2n(C)c1=O (stereo unspecified)	0.28	-0.38	·
CCCOc1ccc(NC(=O)C2CC(=O)N(C(C)C)C2)cc1 (stereo unspecified)	0.68	0.41	·
CCOc1ccc(N(CC(=O)NCc2ccccc2)S(C)(=O)=O)cc1	5.5*	4.3*	-79
O=C(COC(=O)C1CCN(S(=O)(=O)c2ccc3c(c2)OCCO3)CC1)Nc1ccc(C(F)(F)F)cc1	0.05	0.19	-27
CCc1ccc(NC(=O)CSc2nc3n[nH]c(C)c3c(=N)n2-c2cccc(OC)c2)cc1	-0.9	-0.05	23
CCOc1cc2nc3c4ccccc4n(C)c3nc2cc1OCC	1.2	2.5	-36
CCOc1ccc(-n2cccc2C=O)cc1	1.4	2.1	·
COc1ccc(S(=O)(=O)N2CCC(C(=O)NCC3CCCO3)CC2)cc1C (stereo unspecified)	0.15	-0.57	-11
CCOC(=O)N1N=C(c2ccc(C)cc2)CC1(O)C(F)(F)F (stereo unspecified)	0.9	1.1	·
Cc1ccc(-n2c(Cc3ccccc3)nnc2SCC(=O)NNC(=O)Cc2ccccc2)cc1	1.6	1.3	-70
COC(=O)c1ccc(CN(c2ccccn2)S(=O)(=O)c2ccccc2)cc1	0.47	0.93	-22
Cc1cccc(S(=O)(=O)c2c(N)n(/N=C/c3ccccc3)c3nc4ccccc4nc23)c1	-0.23	-0.79	8
COc1ccc(NC(=O)Nc2ccccc2C(=O)N2CCCC2)cc1	1.6	0.86	-43
Cc1cc(Oc2ccc(C)c(Cl)c2)nc(SCC(=O)c2ccccc2)n1	-1.5	-1.5	-4
Cc1cc(=O)oc2cc(NC(=S)NCc3ccccn3)ccc12	·	·	-11
O=C(CSc1nnnn1C1CCCCC1)NCc1cccc(C(=O)O)c1	1.7	1.8	3

Compound profiles (already shown):
CCOc1cc2nc3c4ccccc4n(C)c3nc2cc1OCC is listed with SDO1 yeast rescue = 1.2; SDO1 yeast rescue Rescue 24 h = 2.5; INS promoter inh = -36
O=C(COC(=O)C1CCN(S(=O)(=O)c2ccc3c(c2)OCCO3)CC1)Nc1ccc(C(F)(F)F)cc1 is listed with SDO1 yeast rescue = 0.05; SDO1 yeast rescue Rescue 24 h = 0.19; INS promoter inh = -27
CSc1ccc(/C=N/n2c(C)nnc2C)cc1 is listed with SDO1 yeast rescue = ·; SDO1 yeast rescue Rescue 24 h = ·; INS promoter inh = 22

(list continues)
Molecule	SDO1 yeast rescue	SDO1 yeast rescue Rescue 24 h	INS promoter inh
COc1cc(C(=O)NCCN2C(=O)S/C(=C\c3cccs3)C2=O)cc(OC)c1OC	·	·	-53
CCC(C)NC(=O)C(Cc1ccccc1)NS(=O)(=O)c1cccc2nsnc12 (stereo unspecified)	-0.73	-0.63	14
COc1ccccc1Nc1cc(C(=O)NCCCN2CCOCC2)c2ccccc2n1	0.74	0.8	·
Cc1cc2nc(SCCOC(=O)Nc3ccc(Cl)cc3)nc(C)c2cc1C	-1.5	-1.2	-57
Nc1ccc2nc(-c3ccccc3)sc2c1	-0.74	-1.5	3
O=C(c1ccc2c(c1)OCO2)N(c1ccccc1)C1C=CS(=O)(=O)C1 (stereo unspecified)	0.72	1.6	9
COc1cccc(C=NCCNC(=O)c2nonc2N)c1O	1.1	0.6	0
Cc1ccc(-c2c[n+](CC(=O)c3ccc(Br)cc3)c3n2CCCCC3)cc1	·	·	-7
CNC(=O)CN1C(=O)NC2(CCc3ccccc3C2)C1=O (stereo unspecified)	·	·	10
Cc1ccc(OCC(=O)Nc2ccccc2-c2ccccc2)cc1	-0.4[9.6 µM]	-0.67	·
Cc1ccc2nc(N(CCN(C)C)C(=O)c3cc(Cl)sc3Cl)sc2c1	1.1	1	-19
NC(CSS(=O)(=O)O)=NCCC12CC3CC(CC(O)(C3)C1)C2	1	0.5	-10
Cn1c(Cc2ccccc2)nnc1SCC(=O)N1CCCCC1	1.4	1.2	-65
Nc1ccc2nc(-c3ccc(Cl)cc3)[nH]c2c1	0.48	0.36	·
COCc1c(Br)c(C)nc(OCC(=O)O)c1C#N	0.31	-0.84	-17
CCOC(=O)N1CCN(C(=O)c2cc(Cl)c(Cl)cc2C(=O)O)CC1	0.33	-0.37	-29
COc1ccc(NC(=O)C(c2ccc(OC)cc2)N(C)C(=O)Cc2cccs2)cc1 (stereo unspecified)	-1.2	-0.67	0
CC(=O)c1ccc(N2CCN(c3ncc(C(F)(F)F)cc3Cl)CC2)cc1	-0.83	0.23	-39
COc1ccc(S(=O)(=O)NCCCCNS(=O)(=O)c2ccc(OC)cc2)cc1	0.29	-0.72	11
CC1=NN(c2ccccc2)C(=O)/C1=C\c1cn(-c2ccccc2)nc1C	·	·	50
Cc1nnc(NC(=O)CSCc2ccccc2)s1	0.08	-0.11	·
O=c1c2ccccc2[nH]c2ccc(F)cc12	·	·	53
Nc1c(Cl)ncnc1N/N=C/c1ccccn1	-0.07	0.11	56
COc1ccc(NC(=O)CC2C(=O)N(c3ccc(OC)cc3)C(=S)N2NC(=O)c2cccc(F)c2)cc1 (stereo unspecified)	0.56	0.07	·
CN1C(=O)C(O)(CC(=O)c2ccc(F)cc2)c2cc(Br)ccc21 (stereo unspecified)	0.6	0.31	·

(listing goes on)
Molecule	SDO1 yeast rescue	SDO1 yeast rescue Rescue 24 h	INS promoter inh
Cc1cccc(OCC(O)CNC(=O)c2ccccc2C(=O)O)c1 (stereo unspecified)	·	·	7
COc1ccccc1NS(=O)(=O)c1ccc(N2CCOCC2)c(NC(=O)c2ccco2)c1	·	·	33
O=C1NC(=O)/C(=C\c2ccc(Sc3ccc(Cl)cc3)o2)N1	-0.02	0.04	-14
CC(/C=C/c1ccccc1)=N\NC(N)=S	-1.4	-1.1	·
CCOC(=O)N1CCN(C(=O)C2CCCN(S(C)(=O)=O)C2)CC1 (stereo unspecified)	-0.33	-0.77	·
Cc1cc(C)nc(N(C#N)CCOc2ccc(Cl)cc2)n1	-0.52	-0.95	-26
Cc1c(C(=O)NCCCN2CCOCC2)oc2c1C1(CCC2)SCCS1	0.11	-0.24	-24
N/C(=N\c1nc(C(F)(F)F)cc(=O)[nH]1)Nc1ccc(Cl)cc1	-0.75	-0.89	·
CN1C(=O)c2ccc(C(=O)NCc3ccc4c(c3)OCO4)cc2C1=O	0.2	-1.2	43
O=C(N/N=C/c1ccco1)Nc1ccccc1	1.7	1.3	·
COc1ccc(OC)c(/C=N/N(C)c2ccccc2)c1	-0.76	-1.3	-132
CCOC(=O)N1CCN(C(=O)Cc2ccc(-n3c(=S)[nH]c4ccccc4c3=O)cc2)CC1	-0.13	-0.08	-73
Cc1cccc(NC(=S)Nc2ccc(Cl)c(Cl)c2)c1	·	·	15
CCCCc1nnc(NC(=O)CN2C(=O)c3ccccc3C2=O)s1	·	·	6
CC(C)c1nc(SCC(=O)Nc2cccc(C(F)(F)F)c2)c2c(=O)n(C)c(=O)n(C)c2n1	-0.61	-0.78	·
C/C(=N\NC(=O)CC#N)c1cc2ccccc2oc1=O	1	0.83	41
O=C(C1CCC(CNS(=O)(=O)c2cccc3nsnc23)CC1)N1CC=C(c2ccccc2)CC1 (stereo unspecified)	-0.62	-0.58	·
OCCCN1c2ccccc2Nc2nnc(-c3ccccc3)cc21	-0.89	-0.51	26
O=C(Nc1ccc(Cl)cc1)Nc1nnc(-c2ccncc2)s1	-0.17	0.66	·
CSc1ncc(Cl)c(C(=O)Nc2ccccc2Cl)n1	-0.17	0.84	·
CCCn1c(/N=C/c2cc(OC)ccc2O)nc2ccccc21	-0.65	-0.79	·
CC(C)c1ccccc1NC(=O)c1ccco1	-1.1[17.3 µM]	-1.5	-44
CCn1nc(C(=O)N2CCc3ccccc3C2)c2ccccc2c1=O	-0.62	-0.31	·
O=C(Nc1ccc(Cl)cc1)NC1CCCCC1Cc1ccco1 (stereo unspecified)	-1.8	-1	-30
CCC(C)(C)n1nnnc1CN1CCC(c2nc3ccc(C)cc3[nH]2)CC1	0.43	0.51	-15

The listing continues:
Molecule	SDO1 yeast rescue	SDO1 yeast rescue Rescue 24 h	INS promoter inh
Cc1c(N)c(C(C)(C)C)cc(C(C)(C)C)c1[N+](=O)[O-]	-0.1	-0.53	17
O=C(CN1CCN(c2ccccn2)CC1)NCc1cccs1	0.11	-0.32	23
COc1ccc(-n2cc(-c3ccc(OC(F)F)cc3)[n+]3c2CCCCC3)cc1	·	·	44
CC1(C)NC(=O)N(CC(=O)OCC(=O)Nc2cccc(F)c2)C1=O	0.33	0.72	-30
COc1ccc(C(=O)C[n+]2ccc3c(c2)nc(-c2ccccc2)n3C)cc1	1.3	1	38
O=[N+]([O-])c1cccc(NC(=S)NCCc2ccccc2)c1	-1.6	-1.4	·
O=C1C2Sc3[nH]c(=O)sc3C(c3ccccc3)C2C(=O)N1c1ccc(Cl)cc1 (stereo unspecified)	0.66	0.02	-34
Cc1ccc(NC(C)C(=O)N/N=C/c2c[nH]c3ccccc23)cc1 (stereo unspecified)	1.2	0.02	67
O=C(NC(=S)Nc1ccc(S(=O)(=O)N2CCCC2)cc1)c1cccs1	-0.51	-0.47	-7
Cc1cccc(C2=NC(C(F)(F)F)(C(F)(F)F)c3c(n(-c4ccc(F)cc4)c(=O)[nH]c3=O)N2)c1	0.22	0.53	0
Cc1ccc(CCN2CC(C(=O)NCCCOC(C)C)CC2=O)cc1 (stereo unspecified)	0.49	-0.23	33
Cc1ccc2cc(CN(Cc3ccco3)C(=S)NCC3CCCO3)c(=O)[nH]c2c1C (stereo unspecified)	-1.4	-0.71	8
O=C(OCc1ccccn1)c1ccc(COc2ccccc2Cl)o1	-0.41	-0.23	28
CCN(CC)c1ccc(NC(=O)c2cccnc2)c(C)c1	0.22	-0.51	-60
O=S(=O)(NC1CCCCC1)c1ccc(S(=O)(=O)N2CCN3CCCC3C2)cc1 (stereo unspecified)	0.52	1.1	·
Cc1ccc(-c2nc(NCc3ccco3)c3ccccc3n2)cc1	-2.3	-2.1	11
O=C(Nc1ccc(S(=O)(=O)N2CCOCC2)cc1)c1cccs1	-0.2	-0.16	-322
Cc1ccc(SCc2ccc(C(=O)Nc3cccnc3)cc2)cc1	0.82	0.32	-10
COc1ccc(N2CCN(C(=O)c3nc4nc(C)cc(C)n4n3)CC2)cc1	·	·	2
CCN(Cc1ccccc1)Cc1nnnn1Cc1ccccc1	·	·	-10
Cc1ccc(NC(=O)C(c2ccc(Cl)cc2)N2CCOCC2)cc1 (stereo unspecified)	·	·	-28
CCN1CCN(CC(O)COCc2ccccc2)CC1 (stereo unspecified)	1.5	0.85	·
N#Cc1c(N)sc2c1CCN(CCc1ccccc1)C2	-0.05	-0.23	i
CCc1cccc(NC(=O)CN(C)S(=O)(=O)c2cccc3nsnc23)c1	-1.4	-1.6	-14
CC(=O)N/C(=C\c1ccccc1)C(=O)Nc1ccc(O)cc1	·	·	13

More results follow.
Molecule	SDO1 yeast rescue	SDO1 yeast rescue Rescue 24 h	INS promoter inh
O=C(NC1CCCCC1)c1cc(Cl)nc2ccccc12	0.35	0.27	-12
O=C(Nc1ccc2nc(-c3cccnc3)[nH]c2c1)c1ccccc1F	0.98	0.26	53
O=C(C(c1ccccc1)c1ccccc1)N1CCN(c2ccccn2)CC1	·	·	26
Cc1ccc(-n2ccc(=O)c(C(=O)O)n2)cc1	0.78	0.06	27
CCOC(=O)c1cnc2c(C#N)c(C)nn2c1C	0.01	0.13	-36
Cc1ccccc1-c1nnn(CC(=O)N2CCN(S(=O)(=O)c3ccc(Cl)cc3)CC2)n1	-1.1	-1.2	·
CCC(=O)Nc1ccc(Cl)c(NC(=O)c2ccccc2OC)c1	·	·	0
O=C(Nc1ccc2nsnc2c1)c1ccc2c(c1)OCO2	0.68	0.65	0
Cc1nnc2n1N=CC=C(C(C)(C)C)S2	0.05	-0.18	39
CCCCC(=O)NCCc1cc2ccc(OC)cc2[nH]c1=O	0.13	0.31	-5

Sorted by length of the SMILES (lowest first): three of the compounds above.
Molecule	SDO1 yeast rescue	SDO1 yeast rescue Rescue 24 h	INS promoter inh
CCCCC(=O)NCCc1cc2ccc(OC)cc2[nH]c1=O	0.13	0.31	-5
Cc1ccc2nc(N(CCN(C)C)C(=O)c3cc(Cl)sc3Cl)sc2c1	1.1	1	-19
COc1ccccc1NS(=O)(=O)c1ccc(N2CCOCC2)c(NC(=O)c2ccco2)c1	·	·	33

Rows were taken by chance; overall some 0.99% were active at least once.
